GPR55 LPI antagonism: inhibition of LPI-stimulated GPR55 beta-arrestin translocation – imaging, U2OS, beta-arrestin-GFP, LPI agonist, primary screen (AID 2013); hit rate 0.13% among 290,000; U2OS GPR55 beta-arrestin-GFP translocation imaging, LPI antagonism; higher % means a stronger effect; inhibition, % at 10 µM; hits with a dose series show IC50 in µM;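 active = spots per cell inhibited over 60%, with over 100 cells counted and total cytoplasm intensity under 500,000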;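 note: U2OS cells stably carrying GPR55 and arrestin-GFP stimulated by 5 µM LPI near EC80; imaged beta-arrestin-GFP aggregate spots per cell after agonist stimulation; plate controls were LPI-stimulated DMSO wells for no effect and DMSO wells without LPI for full effect; some results filed as inactive read as strong as hits; confirmed hits need IC50 under 10 µM and bright autofluorescent wells are also inconclusive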
KOR beta-arrestin-1: kappa opioid receptor blockers – cell-based, luminescence, uHTS (AID 1778); hit rate 0.091% among 290,000; inhibition, % at 10 µM, or IC50 in µM where a hit was titrated; KOR beta-arrestin recruitment, luminescence, antagonist mode; higher % means a stronger effect; in the data active = inhibition above about 50%; note: strong numbers were not always called active
KOR beta-arrestin-2: kappa opioid receptor activators – cell-based, luminescence, uHTS, primary screen (AID 1777); KOR beta-arrestin recruitment, luminescence; higher % means a stronger effect; one-dose activation, % at 10 µM; EC50 in µM for titrated hits; hit rate 0.02% among 280,000; in the data active = activation above about 50%, passing the limit was not always enough; note: a part of the inactive calls stands beside numbers as strong as those of hits
NTR1 agonist: NTR1-driven beta-arrestin-GFP spot formation – imaging, U2OS cells, high content, primary screen (AID 493036) | P30989 | agonist mode | activation, % at 20 µM | hit rate 0.17% among 330,000;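 active = activation at or above 40% of the spot to cytoplasm intensity ratio, with at least 20 cells analyzed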;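 note: 0% = DMSO without peptide and 100% = 100 nM NTR1 peptide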
Target sequence (P30989 whole entry, looked up): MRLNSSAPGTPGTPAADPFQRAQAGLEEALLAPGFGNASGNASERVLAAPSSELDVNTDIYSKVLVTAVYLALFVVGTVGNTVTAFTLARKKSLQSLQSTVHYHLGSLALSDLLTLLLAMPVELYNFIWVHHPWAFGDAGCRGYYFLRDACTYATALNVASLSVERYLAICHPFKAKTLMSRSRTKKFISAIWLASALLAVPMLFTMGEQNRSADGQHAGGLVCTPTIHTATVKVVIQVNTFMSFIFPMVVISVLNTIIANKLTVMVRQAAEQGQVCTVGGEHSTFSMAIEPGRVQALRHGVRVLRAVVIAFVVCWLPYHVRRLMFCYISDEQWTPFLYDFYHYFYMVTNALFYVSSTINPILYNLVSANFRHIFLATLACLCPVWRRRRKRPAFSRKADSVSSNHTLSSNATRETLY
PhoP inhibition: inhibitors of PhoP regulon expression, primary screen, Salmonella Typhimurium, GFP reporter (AID 1863); S. Typhimurium PhoP-regulated promoter GFP reporter, 4 h; higher % means a stronger effect; one-dose inhibition, % at 50 µM; IC50 in µM for titrated hits; hit rate 0.16% among 300,000;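 active = inhibition over 29.93%, a cutoff 3 SD above the screen mean, later confirmed by dose response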;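 note: 0% = low Mg2+ inducing control and 100% = high Mg2+ repressing control; strong numbers were not always called active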
T cell HTS: T cell immune modulation candidate; 2C CD8+ T cell-vesicle binding, flow cytometry; stronger effect = lower value; calls only at 7 µM; hit rate 0.068% among 330,000; AID 2052;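 active = response, share of CD8 T cells binding vesicles, and their 90th percentile fluorescence all below set limits, cut at about 80% in these data, passing the limit was not always enough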
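Benchmarks: naked versus QL9-loaded vesicles / Assay system: purified 2C TCR transgenic mouse naive CD8+ T cells / Technique: high-throughput flow cytometry with anti-B7-1 and anti-CD8 staining / Timing: Cell–vesicle co-incubation 1.5 h at 37 °C, staining 20 min on ice / Read-out: percent CD8+ FL2 mean versus row control / Probe or stimulus: QL9-loaded Drosophila micro-vesicles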
GPR35 arrestin U2OS: inhibition of zaprinast-stimulated GPR35 beta-arrestin translocation – imaging, U2OS, beta-arrestin-GFP, zaprinast agonist, primary screen (AID 2058) | U2OS GPR35 beta-arrestin-GFP translocation imaging, zaprinast antagonism; higher % means a stronger effect | one-dose inhibition, % at 10 µM; IC50 in µM for titrated hits | hit rate 0.052% among 290,000;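 active = inhibition of at least 50% with at least 30 cells and total cytoplasm GFP at most 10,000,000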
GPR55 activation: selective activators of receptor GPR55 – imaging, U2OS cells, beta-arrestin-GFP redistribution, primary screen (AID 1961). one-dose activation, % at 10 µM; EC50 in µM for titrated hits. U2OS GPR55 beta-arrestin-GFP redistribution imaging; higher % means a stronger effect. hit rate 0.048% among 290,000;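 active = activation above 40% with more than 50 cells counted in the well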;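 note: U2OS osteosarcoma cells stably expressing GPR55 and beta-arrestin-GFP; plate controls were DMSO negative control for no effect and LPI positive control for full effect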
West Nile antiviral: West Nile virus antiviral activity, cell-based, CPE readout (AID 1621); West Nile virus-infected cells, CPE inhibition; higher % means a stronger effect; one-dose CPE inhibition, % at 10 µM; IC50 in µM for titrated hits; hit rate 0.02% among 290,000; in the data active = a potency from the dose series; note: strong numbers were not always called active
T cell HTS vesicle-bound %: further read-out of T cell HTS, marked with its call; double positive events, %; measured here: CD8+ vesicle-bound cell fraction;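 binding gate set so that unloaded-vesicle control wells show 10% double positive cells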
NTR1 agonist cell count 20 µM: also measured in NTR1 agonist; calls as there; cell count; measured here: cell count, cytotoxicity flag
The depositor's hits bear a star; i = inactive; x = not tested or not shown; [ ] = another dose, or the depositor's remark.

Molecule | GPR55 LPI antagonism | KOR beta-arrestin-1 | KOR beta-arrestin-2 | NTR1 agonist | NTR1 agonist cell count 20 µM | PhoP inhibition | T cell HTS | T cell HTS vesicle-bound % | GPR35 arrestin U2OS | GPR55 activation | West Nile antiviral
COc1ccc(OC)c(S(=O)(=O)N2CCCC(C(=O)NCc3ccccn3)C2)c1 (stereo unspecified) | -2% | -32% | 3.1% | 0.9 | 44 | -4% | i | 19 | 12% | 0.3% | -0.3%
COc1cc(NC(=O)c2cccnc2)c(Cl)cc1NC(=O)c1ccc(Cl)cc1 | 4% | -51% | 3.9% | -0.5 | 68 | -1% | i | 10 | 7% | -0.2% | 2.9%
Cc1ccc(NC(=O)CN2CCCCCC2)cc1Br | 9% | -1% | 3.1% | -0.5 | 73 | 7% | i | 11 | -12% | 0.7% | 0.2%
COc1ccc(OC)c(Nc2nc(NCc3ccco3)c3ccccc3n2)c1 | 7% | 4%[20 µM] | -0.8% | 30 | 67 | 2% | i | 5 | -6% | -0.2% | -0.4%
OCCC1CN(Cc2ccc(Oc3ncccn3)cc2)CCN1CCc1ccccc1 (stereo unspecified) | 6% | -24% | -2.3% | -1.4 | 91 | -2% | i | 54 | 19% | 0.2% | -0.8%
O=c1oc2ccccc2n1Cc1cccc(F)c1 | -6% | 14% | -4.7% | 0.1 | 51 | 4% | i | 61 | 2% | -0.1% | -0.2%
CC(NC(=O)c1ccco1)C(=O)N1CCCCC1 (stereo unspecified) | 19% | -4% | 0.1% | 0.0 | 41 | 0% | i | 15 | -4% | -0.2% | -0.4%
CCOc1cc(N2CCOCC2)c(OCC)cc1NC(=O)CN1C(=O)NC(CC(C)C)C1=O (stereo unspecified) | -2% | 6% | 0.4% | 6.2 | 23 | -3% | i | 48 | 10% | 0.6% | 0.2%
Cc1c(C=O)c2ccccn2c1C(=O)c1ccccc1Cl | 1% | -25% | 1.7% | -0.1 | 86 | -4% | i | 23 | -12% | -0.1% | -0.5%
COc1ccccc1NC(=O)c1nnn(CC(=O)Nc2cc(C)cc(C)c2)c1N | 3% | 6% | -0.7% | -0.4 | 46 | -5% | i | 34 | 0% | -0.1% | 0.3%
CC(=O)n1cc([C@@H]2C=C(C(=O)NCc3ccccc3)O[C@H](OCc3ccc(CO)cc3)C2)c2ccccc21 | 7% | -5% | 1.1% | 6.1 | 61 | 4% | i | 31 | -9% | 0.0% | 0.7%
C=CCN(C(=O)CCC(=O)Nc1cc(C)on1)C(C(=O)NC1CCCC1)c1ccc(OC)cc1OC (stereo unspecified) | 2% | -9% | -1.9% | 1.4 | 50 | -5% | i | 34 | -6% | 1.7% | -0.8%
Cc1ccc(CCC(=O)Nc2ccc(N(C)C)cc2)o1 | -3% | -29%[20 µM] | -1.8% | -0.8 | 66 | 2% | i | 38 | -4% | -0.1% | -2.0%
COc1cc2c(cc1OC)CN(c1nc(CN3CCCC3)nc3sc(C)c(C)c13)CC2 | -4% | -21% | -2.5% | 0.4 | 43 | 3% | i | 47 | 6% | -0.4% | -0.7%
CCOc1c(Br)cc(C2NS(=O)(=O)N=C3CCCCCN32)cc1OC (stereo unspecified) | -27% | 1% | 0.4% | 3.3 | 56 | 0% | i | 10 | 5% | -0.2% | 0.6%
Cc1noc(C)c1S(=O)(=O)N1CCC(C(=O)N2CCN(C(=O)c3ccco3)CC2)CC1 | 6% | -59% | 2.9% | 0.2 | 94 | -5% | i | 41 | 4% | -0.1% | -0.1%
O=C(COC(=O)c1ccc(Cl)nc1)Nc1ncc(Cl)cc1Cl | 2% | 10% | -0.5% | 0.4 | 56 | -9% | i | 30 | -14% | -0.4% | 0.1%
Cc1cccc(C)c1NC(=O)C(C)c1ccc(-c2ccccc2)c(F)c1 (stereo unspecified) | -2% | 30% | 1.5% | 2.6 | 48 | -8% | i | 54 | 8% | -0.2% | -0.5%
CC(C)C1NC(=S)N(C2CCCCC2)C1=O (stereo unspecified) | 11% | 17% | -0.6% | 2.7 | 58 | 7% | i | 45 | 19% | 0.4% | -0.5%
O=c1oc(-c2ccccc2[N+](=O)[O-])nc2ccccc12 | -2% | 8% | 0.9% | 4.1 | 44 | -19% | i | 33 | 4% | -0.3% | 0.0%
Cc1cc(C(=O)NC(Cc2c[nH]c3ccccc23)C(=O)O)c(C)o1 (stereo unspecified) | -1% | -40%[20 µM] | -0.6% | 0.6 | 47 | 2% | i | 57 | 3% | 0.0% | -0.8%
N#Cc1c(NC(=O)c2ccc([N+](=O)[O-])o2)sc2c1CCC2 | -14% | -16% | 4.7% | 3.4 | 58 | -7% | i | 26 | 21% | 0.3% | -0.9%
O=C(CSc1ncnc2scc(-c3ccc(Cl)cc3)c12)NCc1ccc2c(c1)OCO2 | -4% | -3% | 25% | x | x | 1% | x | x | -16% | 0.9% | 0.1%
Nn1c(-c2ccco2)n[nH]c1=S | -3% | 15% | -2.2% | 0.5 | 51 | 0% | i | 13 | -19% | -0.3% | -0.5%
CC(C)C(NS(=O)(=O)c1ccc2c(c1)C(C)(C)C(=O)N2C)C(=O)NCc1ccccc1Cl (stereo unspecified) | -12% | -18%[20 µM] | x | -0.7 | 71 | x | i | 8 | 5% | -0.1% | -0.4%
O=C(NCc1ccncc1)C1CCN(S(=O)(=O)c2cc(Cl)ccc2Cl)CC1 | -7% | -38% | 4.1% | -0.1 | 46 | 0% | i | 32 | 9% | -0.1% | 0.1%
COc1cc(C(=O)Nc2ccc3c(c2)C(=O)c2ccccc2C3=O)cc(OC)c1OC | 8% | 6% | 4.0% | x | x | -1% | i | 42 | -6% | 0.0% | 0.1%
Cc1ccc2c(c1)N(CC(=O)N1CCCCC1)C(=O)C(C)O2 (stereo unspecified) | -6% | -8% | -0.1% | -0.6 | 42 | 3% | i | 37 | 3% | 0.8% | -0.4%
O=C(c1cn(-c2ccccc2)nc1-c1ccc(F)cc1)N1CCOCC1 | -9% | 6% | 14% | -2.7 | 82 | -5% | i | 39 | -5% | 0.0% | 0.0%
CSc1nc2ccc(NC(=O)C3CC(=O)N(Cc4ccccc4)C3)cc2s1 (stereo unspecified) | 5% | 18% | -2.1% | -0.4 | 55 | 0% | i | 52 | 7% | 0.4% | 0.0%

Some of these compounds in order of heavy-atom count, rising.
Molecule | GPR55 LPI antagonism | KOR beta-arrestin-1 | KOR beta-arrestin-2 | NTR1 agonist | NTR1 agonist cell count 20 µM | PhoP inhibition | T cell HTS | T cell HTS vesicle-bound % | GPR35 arrestin U2OS | GPR55 activation | West Nile antiviral
Nn1c(-c2ccco2)n[nH]c1=S | -3% | 15% | -2.2% | 0.5 | 51 | 0% | i | 13 | -19% | -0.3% | -0.5%
CC(C)C1NC(=S)N(C2CCCCC2)C1=O (stereo unspecified) | 11% | 17% | -0.6% | 2.7 | 58 | 7% | i | 45 | 19% | 0.4% | -0.5%
O=c1oc(-c2ccccc2[N+](=O)[O-])nc2ccccc12 | -2% | 8% | 0.9% | 4.1 | 44 | -19% | i | 33 | 4% | -0.3% | 0.0%
CSc1nc2ccc(NC(=O)C3CC(=O)N(Cc4ccccc4)C3)cc2s1 (stereo unspecified) | 5% | 18% | -2.1% | -0.4 | 55 | 0% | i | 52 | 7% | 0.4% | 0.0%
COc1cc(C(=O)Nc2ccc3c(c2)C(=O)c2ccccc2C3=O)cc(OC)c1OC | 8% | 6% | 4.0% | x | x | -1% | i | 42 | -6% | 0.0% | 0.1%
CC(C)C(NS(=O)(=O)c1ccc2c(c1)C(C)(C)C(=O)N2C)C(=O)NCc1ccccc1Cl (stereo unspecified) | -12% | -18%[20 µM] | x | -0.7 | 71 | x | i | 8 | 5% | -0.1% | -0.4%

(continued)
Molecule | GPR55 LPI antagonism | KOR beta-arrestin-1 | KOR beta-arrestin-2 | NTR1 agonist | NTR1 agonist cell count 20 µM | PhoP inhibition | T cell HTS | T cell HTS vesicle-bound % | GPR35 arrestin U2OS | GPR55 activation | West Nile antiviral
COc1ccc(-c2[nH]c(-c3ccccc3)nc2SCC(=O)Nc2nccs2)cc1 | 7% | -23% | 4.6% | 2.4 | 64 | -7% | i | 45 | -10% | -0.2% | 0.5%
Cc1ccc(S(=O)(=O)/C(C#N)=C/c2c[nH]c3ccccc23)cc1 | -8% | 14% | 7.1% | 19 | 54 | -3% | i | 38 | -2% | 0.3% | 0.1%
Cc1ccc(-c2nn(-c3ccccc3)cc2/C=C/C(=O)Nc2nccs2)cc1 | 3% | -3% | 2.1% | 4.3 | 52 | -3% | i | 15 | -8% | -0.1% | 1.1%
Cc1nn(C(C)C(=O)NCc2ccccc2)c(C)c1[N+](=O)[O-] (stereo unspecified) | 15% | -1% | 0.2% | 2.3 | 53 | -2% | i | 12 | -7% | -0.1% | 0.7%
O=C(NCc1ccccc1)c1ccccc1NC(=O)C1CCCCC1 | 17% | 18% | -2.0% | 0.8 | 51 | 15% | i | 11 | 0% | -0.1% | 0.4%
CCOc1cc2c3c(c1)C1(C(=O)N3C(C)(C)C=C2C)C(C#N)=C(N)Oc2cc(O)ccc21 (stereo unspecified) | 13% | -37% | 2.1% | 2.6 | 57 | -3% | i | 43 | 13% | -0.1% | -0.5%
C#CCNC(=O)C1=C[C@H](c2ccc(Br)cc2)C[C@H](OCc2ccc(CO)cc2)O1 | 23% | 9% | -1.9% | 2.7 | 60 | -4% | i | 31 | -14% | -0.2% | -0.4%
CCN(CC)CCOc1cccc(C(C)C)c1 | 5% | 12% | -2.9% | -0.3 | 47 | 4% | i | 30 | 0% | -0.1% | -0.1%
Cc1ccc(NC(=O)C(CC(=O)O)C2CCCO2)c(C)c1 (stereo unspecified) | 9% | -5% | 3.4% | -1.8 | 95 | 0% | i | 26 | 11% | 0.5% | -0.1%
O=C(CCCN1C(=O)/C(=C/c2ccco2)SC1=S)Nc1cccc(C(=O)O)c1 | -19% | -11% | -1.2% | -0.7 | 48 | -8% | i | 26 | 6% | 0.0% | -0.5%
Cc1ccccc1Nc1c(-c2ccc(N3CCOCC3)cc2)nc2ncccn12 | 10% | 4% | -2.2% | 1.2 | 57 | -2% | i | 14 | 10% | -0.3% | -0.2%
COc1ccc(OC)c(NC(=O)c2oc3c(c2C)C(O)CC(C)(C)C3)c1 (stereo unspecified) | 2% | 9% | 1.0% | -0.6 | 65 | 5% | i | 16 | 5% | -0.1% | -0.8%
